TRHR ag: TRH receptor (human) agonism; hit rate 0.18% among 360,000; AID 493084; activation, % at 2 µM; P34981; TRHR cells, calcium flux fluo-8, FDSS agonist mode; in the data active means activation above about 30%; further: 0% is about no effect
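TRHR-expressing cells, plated overnight in medium with 10% serum, were loaded with fluo-8 calcium dye at room temperature. After a 10 s baseline, library compound was pin-added and calcium release was recorded kinetically (ex 480/em 530) as agonist response.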
D2 antag: antagonists of human D2 dopamine receptor | inhibition, % at 10 µM | P14416 | hit rate 2% among 340,000 | HEK293 TREx D2 cells, calcium flux, dopamine EC80; in the data active means inhibition above about 30%; further: 0% is about no effect
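Dopamine at EC80 is the agonist stimulus; test compounds precede it by 180 s. Calcium flux read kinetically in a force-coupled, inducible HEK293 T-REx D2 cell line.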
D2 ag: D2 dopamine receptor (human) agonism; P14416; HEK293 T-REx D2 cells, calcium flux agonist mode; activation, % at 2 µM; hit rate 0.53% among 340,000; AID 485358;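 active means activation over 3 SD above normal in the single-dose calcium agonist read, cut at about 30% in these data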; further: 0% is about no effect
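HEK293 Trex D2 cells, tetracycline-induced, o/n 30 C 5% CO2; no-wash Ca dye, RT 30–90 min; 10-cycle baseline, 23 nl cpd added, kinetic Ca read 180 s; agonist hits = positive Ca response.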
TrxR1 substrate: rat thioredoxin reductase 1 substrate activity. O89049. purified TrxR1 substrate turnover, NADPH consumption readout. Potency, µM (top dose mostly 114 µM), inactives show at the highest dose activity change, negative = substrate turnover. hit rate 0.01% among 390,000. AID 588456; further: potency means the concentration at half of the fitted maximal effect; on the % scale 0 is the no-effect control and ±100 the full control effect; nearly all actives have a fitted effect of over 50% in size
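Rat TrxR1, dispensed at 90 nM, was prereduced with 400 uM NADPH (final) for 5 min at ~22 deg C, then incubated with compound 15 min before 400 uM selenite. A first-read NADPH fluorescence drop versus no-compound background flagged substrates.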
TRHR PAM: TRH receptor (human) allosteric enhancement; AID 493056; enhancement, % at 2 µM; hit rate 0.66% among 360,000; TRHR cells, fluo-8 calcium fluorescence, EC20 TRH enhancement; P34981; in the data active means enhancement above about 30%; further: 0% is about no effect
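TRHR-expressing cells loaded with fluo-8 calcium dye were read kinetically (ex 480/em 530) during compound addition, then stimulated with an EC20 of TRH (10 nM final). Enhancement of the Gq-mediated intracellular calcium response was scored.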
IDH1 R132H inh: human IDH1 R132H inhibition. O75874. IDH1-R132H enzyme, NADPH consumption, diaphorase/resazurin fluorescence. Potency, µM (titrated, usually from 76.6 µM), for inactives: at the highest dose activity change, negative = inhibition, actives largely listed as inhibitors. hit rate 0.093% among 390,000; further: potency means the concentration at half of the fitted maximal effect; on the % scale 0 is the no-effect control and ±100 the full control effect; nearly all actives have a fitted effect of over 65% in size
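IDH1-R132H (0.5 ug/mL dispensed) in pH 7.5 Tris buffer was preincubated 30 min with compound, then given a substrate mix of 0.016 mM NADPH and 2 mM alpha-KG for 80 min at room temperature; remaining NADPH was read by diaphorase/resazurin fluorescence.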
USP1 inh: inhibitors of human USP1/UAF1 deubiquitinase; O94782; recombinant USP1/UAF1, Ub-Rhodamine cleavage fluorescence; Potency, µM (doses to about 57.1 µM), inactives show top-dose activity change, negative = inhibition, most hits filed as inhibitors; hit rate 0.23% among 390,000; further: potency means the concentration at half of the fitted maximal effect; on the % scale 0 is the no-effect control and ±100 the full control effect; nearly all actives have a fitted effect of over 60% in size; inactives centre near -12
Target sequence (O94782 whole entry, looked up): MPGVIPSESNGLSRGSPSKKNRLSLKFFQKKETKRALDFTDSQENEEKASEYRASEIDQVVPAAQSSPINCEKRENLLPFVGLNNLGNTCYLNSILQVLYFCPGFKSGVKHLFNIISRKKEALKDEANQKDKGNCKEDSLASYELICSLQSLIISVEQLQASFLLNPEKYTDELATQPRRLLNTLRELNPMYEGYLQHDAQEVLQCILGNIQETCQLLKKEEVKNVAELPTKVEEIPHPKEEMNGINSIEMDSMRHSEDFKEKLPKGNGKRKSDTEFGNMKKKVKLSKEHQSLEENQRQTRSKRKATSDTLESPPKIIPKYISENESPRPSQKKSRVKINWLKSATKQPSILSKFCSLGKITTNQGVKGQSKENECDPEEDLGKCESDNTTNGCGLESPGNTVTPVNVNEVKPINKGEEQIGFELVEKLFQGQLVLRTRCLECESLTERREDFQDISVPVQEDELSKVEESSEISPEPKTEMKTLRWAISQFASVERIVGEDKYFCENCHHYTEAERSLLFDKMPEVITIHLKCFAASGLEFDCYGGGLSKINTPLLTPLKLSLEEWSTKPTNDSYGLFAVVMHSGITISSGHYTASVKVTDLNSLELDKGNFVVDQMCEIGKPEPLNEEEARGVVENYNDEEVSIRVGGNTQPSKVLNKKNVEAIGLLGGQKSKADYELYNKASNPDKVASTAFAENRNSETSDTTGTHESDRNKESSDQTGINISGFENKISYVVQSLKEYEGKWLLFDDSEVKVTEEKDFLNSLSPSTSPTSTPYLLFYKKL
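Step one: compound is pinned into 1nM USP1/UAF1 in HEPES pH 7.8 buffer with TCEP. Step two: 15 min room-temperature incubation. Step three: Ub-Rho (150nM final) starts cleavage, tracked by fluorescence over six one-minute reads.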
rTrxR1 inhibitor: blocks rat thioredoxin reductase 1 | O89049 | recombinant rTrxR1, NADPH fluorescence consumption, selenite substrate | Potency, µM (highest dose often 114 µM), for inactives: top-dose activity change, negative = inhibition, usual class: inhibitors | hit rate 1% among 390,000 | AID 588453; further: potency means the concentration at half of the fitted maximal effect; on the % scale 0 is the no-effect control and ±100 the full control effect; nearly all actives have a fitted effect of over 65% in size
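Rat TrxR1 (90 nM in the dispensed reagent) was pre-reduced with 400 uM NADPH for 5 min at room temperature, then incubated with compound for 15 min. After 400 uM selenite was added, NADPH fluorescence (Ex 340/Em 450 nm) was followed for 8 min.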
PI4K2A block: blocks human PI4K2A kinase activity; activity change, negative = inhibition, % at 76.9 µM; AID 1346378; purified PI4K2A, ADP-Glo luminescence, 1 h; active compounds read low; hit rate 0.13% among 420,000; in the data active means activity change below about -50%; inconclusive means mostly about -30% to -49%;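 further: -100% = wells without enzyme as full effect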
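ADP-Glo luminescence measured ADP generated by PI4K2A enzyme (4 ug/mL before mixing) with 1.2 mM PI substrate (pre-mix) and 300 microM ATP (pre-mix). Tris pH7.5 buffer with MgCl2, Triton X-100; 1 h reaction at ambient temperature.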
* = called active by the depositor; & = joins results of further samples; [ ] = another dose, or the depositor's remark. Unless noted, the call rests on the fitted dose curve; in most records, active means well fitted inhibition curve with a large enough effect; inconclusive means small, poorly fitted or top-dose-only effect; inactive means no such curve, though single readings can be large or run the other way.

Results for CN(C(=O)/C=C/c1ccccc1)C1CCCCC1 ?
TrxR1 substrate: 5%; IDH1 R132H inh: 11%; USP1 inh: 0%; rTrxR1 inhibitor: 19%[57.1 µM]; PI4K2A block: -2

What do the screens show for `Cc1ccc(NC(=O)Cn2c(=O)n(Cc3ccco3)c(=O)c3ccccc32)c(C)c1`?
TRHR ag: -1.1&-0.6; D2 antag: 4; D2 ag: -0.3&-0.4; TrxR1 substrate: 10%&-11%; TRHR PAM: 2&-15; IDH1 R132H inh: -2%&7%; USP1 inh: -18%&-5%; rTrxR1 inhibitor: 12%&-26%; PI4K2A block: -2&-4

How did Cc1cc(O)c(C(C)C)cc1N=C1CSC(=O)N1 do in these assays?
TRHR ag: -1.7; D2 antag: 6; D2 ag: -1.2; TrxR1 substrate: 3%; TRHR PAM: 5; IDH1 R132H inh: 7%; USP1 inh: -14%; rTrxR1 inhibitor: inconclusive; PI4K2A block: -5

How did Cc1cccc(NC(=O)Cn2c(=O)n(CCCS(=O)(=O)C3CCCCC3)c(=O)c3ccccc32)c1 do in these assays?
TRHR ag: -0.8; TrxR1 substrate: -5%; TRHR PAM: -1; IDH1 R132H inh: -7%; USP1 inh: -5%; rTrxR1 inhibitor: -1%; PI4K2A block: -3

Results for Cc1nn(CCCC(=O)Nc2cccnc2)c(C)c1[N+](=O)[O-] ?
TRHR ag: 0.5; D2 antag: -19; D2 ag: -0.1; TrxR1 substrate: 5%; TRHR PAM: 0; IDH1 R132H inh: 6%; USP1 inh: -19%; rTrxR1 inhibitor: 14%; PI4K2A block: 4

How did CCOC(=O)c1oc2ccc(CNC3CCCCC3)c(Cl)c2c1C do in these assays?
TRHR ag: 0.2; D2 antag: 4; D2 ag: -0.4; TrxR1 substrate: 10%; TRHR PAM: 1; IDH1 R132H inh: 9%; USP1 inh: inconclusive; rTrxR1 inhibitor: 13%; PI4K2A block: 3

What do the screens show for `N#CCN1CCC(c2cc(-c3ccco3)n[nH]2)CC1`?
TRHR ag: -0.4; D2 antag: -4; D2 ag: 0.5; TrxR1 substrate: 0%[57.1 µM]; TRHR PAM: -2; IDH1 R132H inh: 3%; USP1 inh: -9%; rTrxR1 inhibitor: 19%[57.1 µM]; PI4K2A block: 0

How did COc1ccc(NC(=S)N2CCOCC2)c(OC)c1 do in these assays?
TRHR ag: 0.0; D2 antag: 4; D2 ag: 0.5; TrxR1 substrate: -3%; TRHR PAM: 0; IDH1 R132H inh: 2%; USP1 inh: -6%; rTrxR1 inhibitor: -19%; PI4K2A block: -3

Results for Cc1c(Br)c([N+](=O)[O-])nn1CC(=O)N1CCN(C23CC4CC(CC(C4)C2)C3)CC1 ?
TRHR ag: 0.3; D2 antag: -20; D2 ag: 0.6; TrxR1 substrate: -12%; TRHR PAM: -15; IDH1 R132H inh: 2%; USP1 inh: 3%; rTrxR1 inhibitor: -2%; PI4K2A block: 1

How did COc1ccccc1C(=O)NC(=S)Nc1ccc(NC(=O)c2cccs2)cc1 do in these assays?
TRHR ag: 1.2; D2 antag: -13; D2 ag: 0.7; TrxR1 substrate: 1%; TRHR PAM: 5; IDH1 R132H inh: -3%; USP1 inh: -12%; rTrxR1 inhibitor: 3%; PI4K2A block: -3

How did COc1ccc(-n2c(C)nc3c(cnn3-c3ccc(F)cc3)c2=O)cc1 do in these assays?
TRHR ag: 0.0; D2 ag: -0.1; TrxR1 substrate: -5%; TRHR PAM: -1; IDH1 R132H inh: -1%; USP1 inh: -23%; rTrxR1 inhibitor: 7%; PI4K2A block: 0

How did Cn1c(C(=O)OC(C(=O)NCC2CCCO2)c2cccnc2)cc2sccc21 (stereo unspecified) do in these assays?
TRHR ag: -0.9; D2 antag: -8; D2 ag: 0.4; TrxR1 substrate: -2%; TRHR PAM: 15; IDH1 R132H inh: 3%; USP1 inh: 0%; rTrxR1 inhibitor: 13%[57.1 µM]; PI4K2A block: -4

Next section (three carried over from the part before).
How did COc1ccccc1C(=O)NC(=S)Nc1ccc(NC(=O)c2cccs2)cc1 do in these assays?
TRHR ag: 1.2; D2 antag: -13; D2 ag: 0.7; TrxR1 substrate: 1%; TRHR PAM: 5; IDH1 R132H inh: -3%; USP1 inh: -12%; rTrxR1 inhibitor: 3%; PI4K2A block: -3

How did COc1ccc(-n2c(C)nc3c(cnn3-c3ccc(F)cc3)c2=O)cc1 do in these assays?
TRHR ag: 0.0; D2 ag: -0.1; TrxR1 substrate: -5%; TRHR PAM: -1; IDH1 R132H inh: -1%; USP1 inh: -23%; rTrxR1 inhibitor: 7%; PI4K2A block: 0

How did Cn1c(C(=O)OC(C(=O)NCC2CCCO2)c2cccnc2)cc2sccc21 (stereo unspecified) do in these assays?
TRHR ag: -0.9; D2 antag: -8; D2 ag: 0.4; TrxR1 substrate: -2%; TRHR PAM: 15; IDH1 R132H inh: 3%; USP1 inh: 0%; rTrxR1 inhibitor: 13%[57.1 µM]; PI4K2A block: -4

What do the screens show for `Nc1cccc(/C=C/c2ccncc2)c1`?
TRHR ag: -0.2; D2 antag: 3; D2 ag: 0.4; TrxR1 substrate: 2%[57.1 µM]; TRHR PAM: 3; IDH1 R132H inh: 1%; USP1 inh: inconclusive; rTrxR1 inhibitor: 9%[57.1 µM]; PI4K2A block: -9

Results for CCOC(=O)N1CCC(NC(=O)c2cc(C(=O)NCc3cccc(Cl)c3)ccc2CO)CC1 ?
TRHR ag: 0.0; D2 antag: 7; D2 ag: -1.0; TrxR1 substrate: -7%; TRHR PAM: 13; IDH1 R132H inh: 0%; USP1 inh: -9%; rTrxR1 inhibitor: -9%; PI4K2A block: 2

What do the screens show for `CC(C)NC(=O)[C@H](CSCc1ccccc1)N1Cc2ccccc2C1=O`?
TRHR ag: -0.5; D2 antag: -15; D2 ag: -1.7; TrxR1 substrate: 1%; TRHR PAM: -4; IDH1 R132H inh: 8%; USP1 inh: -10%; rTrxR1 inhibitor: 5%; PI4K2A block: 2

How did CCN(CC)CCC(c1cc(OC)c(OC)c(OC)c1)c1c(OC)cc(OC)c2ccc(=O)oc12 (stereo unspecified) do in these assays?
TRHR ag: 0.3; D2 antag: 12; D2 ag: 0.7; TrxR1 substrate: -1%&-8%; TRHR PAM: 0; IDH1 R132H inh: -1%[38.3 µM]; USP1 inh: -12%; rTrxR1 inhibitor: 6%&-5%; PI4K2A block: -20

How did COc1cccc(-c2cc3nc4c(c(NCC(C)(C)CN(C)C)n3n2)CCCC4)c1 do in these assays?
TRHR ag: 0.3; D2 antag: -6; D2 ag: -0.2; TrxR1 substrate: 2%[57.1 µM]; TRHR PAM: 2; IDH1 R132H inh: 1%; USP1 inh: -25%; rTrxR1 inhibitor: 0%[57.1 µM]; PI4K2A block: 21

Results for O=C(CNC(=O)c1cccs1)Nc1ccncc1 ?
TRHR ag: -0.2; D2 antag: -11; D2 ag: -0.1; TrxR1 substrate: 0%; TRHR PAM: 5; IDH1 R132H inh: 8%; USP1 inh: -19%; rTrxR1 inhibitor: 4%; PI4K2A block: 6

How did NC(=O)CN(C/C=C/c1ccccc1)C/C=C/c1ccccc1 do in these assays?
TRHR ag: 0.2; D2 antag: 14; D2 ag: -0.1; TrxR1 substrate: -1%; TRHR PAM: 1; IDH1 R132H inh: 1%; USP1 inh: -2%; rTrxR1 inhibitor: 28%; PI4K2A block: -1

Results for O=C(CN1C(=O)NC2(CCCCC2)C1=O)N1CCN(S(=O)(=O)c2cccc(F)c2)CC1 ?
TRHR ag: -0.2; D2 antag: -3; D2 ag: 0.0; TrxR1 substrate: -5%; TRHR PAM: -2; IDH1 R132H inh: -1%; USP1 inh: -3%; rTrxR1 inhibitor: -8%; PI4K2A block: 3

What do the screens show for `O=C(NCC(=O)N(c1cccnc1)C(C(=O)NC1CCCC1)c1cccs1)c1cccs1` (stereo unspecified)?
TRHR ag: -1.2; D2 antag: -8; D2 ag: -1.1; TrxR1 substrate: -1%; TRHR PAM: 2; IDH1 R132H inh: -5%; USP1 inh: -10%; rTrxR1 inhibitor: 26%; PI4K2A block: 0

What do the screens show for `Cc1ccc2c(C)c(C(=O)N(Cc3ccccc3)C3CCS(=O)(=O)C3)oc2c1` (stereo unspecified)?
TRHR ag: -0.4; D2 antag: -8; D2 ag: 0.6; TrxR1 substrate: -11%; TRHR PAM: 11; IDH1 R132H inh: -13%; USP1 inh: -17%; rTrxR1 inhibitor: 18%[57.1 µM]; PI4K2A block: 2

Results for Cc1cc(C)nc(NS(=O)(=O)c2ccc(NC(=O)c3ccc(N4C(=O)CCC4=O)cc3)cc2)n1 ?
TRHR ag: 0.4; D2 antag: 6; D2 ag: 1.4; TrxR1 substrate: -18%; TRHR PAM: 0; IDH1 R132H inh: 4%; USP1 inh: 0%; rTrxR1 inhibitor: inconclusive; PI4K2A block: -5

What do the screens show for `NCCCC[C@@H](C(=O)N1CCNCC1)n1cc([C@@H](N)CO)nn1`?
TRHR ag: 0.2; D2 antag: -7; D2 ag: 0.0; TrxR1 substrate: 5%; TRHR PAM: -1; IDH1 R132H inh: 13%; USP1 inh: -9%; rTrxR1 inhibitor: 10%[57.1 µM]; PI4K2A block: -2

How did Cc1c(NC(=O)C(C)OC(=O)CC2Sc3ccccc3NC2=O)c(=O)n(-c2ccccc2)n1C (stereo unspecified) do in these assays?
TRHR ag: -0.2; D2 antag: 5; D2 ag: -0.9; TrxR1 substrate: -3%; TRHR PAM: 3; IDH1 R132H inh: 5%; USP1 inh: -11%; rTrxR1 inhibitor: 2%; PI4K2A block: -2

Source: PubChem BioAssay (National Center for Advancing Translational Sciences (NCATS))
